Screens (PubChem BioAssay)
RBX1-CUL1 inh = inhibitors of human ROC1-CUL1 ubiquitin ligase activity. P62877+Q13616. inhibition, % at 10 µM. in vitro K48 di-Ub FRET, acceptor:donor ratio, 45 min. 140,000 tested, 0.6% active. AID 1347404; in the data active = inhibition above about 25%
Target sequence (P62877 whole entry, looked up): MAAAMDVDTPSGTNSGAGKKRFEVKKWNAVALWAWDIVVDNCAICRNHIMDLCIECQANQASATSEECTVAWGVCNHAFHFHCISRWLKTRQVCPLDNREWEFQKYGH
Target sequence (Q13616 whole entry, looked up): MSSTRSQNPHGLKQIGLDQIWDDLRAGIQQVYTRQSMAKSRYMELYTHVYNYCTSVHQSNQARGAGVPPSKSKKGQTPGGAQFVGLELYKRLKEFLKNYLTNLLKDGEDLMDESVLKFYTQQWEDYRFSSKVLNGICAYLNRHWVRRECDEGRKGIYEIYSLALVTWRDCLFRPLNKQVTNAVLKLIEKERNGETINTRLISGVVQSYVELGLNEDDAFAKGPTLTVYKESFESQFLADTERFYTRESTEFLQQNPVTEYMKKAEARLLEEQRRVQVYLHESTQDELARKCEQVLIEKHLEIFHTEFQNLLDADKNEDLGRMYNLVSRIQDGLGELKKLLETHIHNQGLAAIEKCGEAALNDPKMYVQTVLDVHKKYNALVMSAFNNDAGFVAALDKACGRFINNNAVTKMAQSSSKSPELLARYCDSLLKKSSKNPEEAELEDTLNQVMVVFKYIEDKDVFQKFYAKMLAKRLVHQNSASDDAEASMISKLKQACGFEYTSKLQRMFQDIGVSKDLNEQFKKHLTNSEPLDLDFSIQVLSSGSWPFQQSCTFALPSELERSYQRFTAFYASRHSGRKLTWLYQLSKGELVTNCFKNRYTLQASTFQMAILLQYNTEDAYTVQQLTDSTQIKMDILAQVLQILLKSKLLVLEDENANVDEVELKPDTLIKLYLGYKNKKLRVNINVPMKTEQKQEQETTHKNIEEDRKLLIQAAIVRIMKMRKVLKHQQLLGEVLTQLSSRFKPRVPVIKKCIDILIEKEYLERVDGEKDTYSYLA
Starred values were filed as active, the others as inactive. The list is partial; the hit share may differ from the screen's.

SMILES | RBX1-CUL1 inh
CCOC(=O)C1(Cc2cccc(Cl)c2)CCCN(C(=O)c2ccc(C=O)cc2)C1 (stereo not drawn) | -4
Cc1cccc(N2CCN(C(=O)Nc3ccc(F)cc3)CC2)c1 | 6
CC(C)[C@H](NC(c1ccccc1)(c1ccccc1)c1ccccc1)C(=O)n1ccnc1 | -3
O=C(NCC1CCCN(C(=O)CCC(F)(F)F)C1)c1ccccc1Cl (stereo not drawn) | 13
S=C1NCN(CCc2ccccc2)CN1CC1CCCO1 (stereo not drawn) | -1
CCOc1ccc(NC(=O)Cn2cc(C(=O)c3ccccc3)c(=O)c3cc4c(cc32)OCO4)cc1 | 3
CCc1ccccc1NC(=O)c1sc(-n2nc(C)c(Cc3ccc4c(c3)OCO4)c2C)nc1C | -7
CCC(=O)Nc1cc(C)ccc1C | 3
CN1C(=O)c2cccc3c(S(=O)(=O)NCCCO)ccc1c23 | 2
Cc1cnccc1CNC(=O)c1ccc(C2CCCN2C2CCOCC2)s1 (stereo not drawn) | 12
COCc1cc(C)nc2c1C(=O)NC(c1ccc(NC(C)=O)cc1)N2Cc1ccccc1 (stereo not drawn) | -3
COc1cccc(C(=O)Nc2ccc3nc(SCC(=O)N4CCOCC4)sc3c2)c1 | 8
COc1ccc(-n2cc(C(=O)Nc3ccccc3C#N)c3ccccc3c2=O)cc1 | 1
CCCCCc1c(C)nc(SCCC)[nH]c1=O | 12
Cn1ccnc1SCCNC(=O)c1coc(CN2CCc3ccccc3C2)n1 | -1
CCOC(=O)c1ccccc1NC(=O)Cn1c(=O)n(Cc2ccc(C(=O)NCc3ccc4c(c3)OCO4)cc2)c(=O)c2ccccc21 | 1
O=C1CC(=Nc2ccccc2)C(=O)N1c1ccccc1Cl | 2
CN(C)CCC1=Cc2cc(Cl)ccc2Sc2ccccc21 | -6
C=CCOC(=O)C1=C(C)N=C2SCCC(=O)N2C1c1ccccc1F (stereo not drawn) | -2
O=C(CCn1c(=O)c2cccn2c2cccnc21)Nc1ccccc1Br | 2
CCNCCOC(c1ccc(F)cc1)c1ccc(F)cc1 | 2
CCOC(=O)c1ccc(NC(NC(=O)c2ccccc2)(C(F)(F)F)C(F)(F)F)cc1 | -4
COC(=O)C1(C(F)(F)F)N=C2C=CC(Br)=CN2C(c2cccc(Cl)c2)=N1 (stereo not drawn) | 7
O=S(=O)(c1ccc(Br)cc1)c1nnn2c1nc(NCCc1ccccc1)c1sccc12 | -8
O=C1C2C(C(=O)N1c1cccc(C(F)(F)F)c1)N1CCCN1C2c1ccc(Cl)cc1 (stereo not drawn) | -6
Additional compounds
SMILES | RBX1-CUL1 inh
CCCCc1c(C)c2ccc(OC)c(/C(C)=N\O)c2oc1=O | 8
Cc1ccc(C)c(NS(=O)(=O)c2ccc3oc(=O)c4ncn(C)c4c3c2)c1 | 0
CCOC(=O)Cn1c(=O)oc2cc(S(=O)(=O)Nc3cc(OC)cc(OC)c3)ccc21 | -8
CC1(CC(=O)O)Sc2ccccc2NC1=O (stereo not drawn) | -2
CC(C)(C)OCC(O)CN1CCN(c2cccc(C(F)(F)F)c2)CC1 (stereo not drawn) | 5
Cc1ccc(OCC(O)CN2CCN(c3ccccc3)CC2)cc1 (stereo not drawn) | -1
COC(=O)c1c(-c2cccc3ccccc23)csc1NC(=O)COc1ccc(C)c(C)c1 | 1
CCCC1=NN2C(=N)/C(=C/c3ccc(OC)cc3)C(=O)N=C2S1 | 3
COC(=O)C1=C(C)OC(=N)C(C#N)C1c1c(C)nn(C)c1C (stereo not drawn) | 13
Cc1ccc(CN(CC(=O)NC2CCCC2)S(=O)(=O)c2ccccc2)cc1 | 3
CCCOc1cccc(C(=O)Nc2cccc(-c3nc4ncccc4o3)c2C)c1 | 12
Cc1cc(C)n(-c2c(-c3ccccc3)c(=O)n3c4c(cccc24)CCC3)n1 | 5
CC(C)(C)C(=O)NC(Nc1ccc2ccccc2c1)C(Cl)(Cl)Cl (stereo not drawn) | 2
CCOC(=O)C1(C#N)C(c2ccc(Cl)c(Cl)c2)CC(O)(c2ccc(Br)cc2)C(C(=O)c2ccc(Br)cc2)C1c1ccc(Cl)c(Cl)c1 (stereo not drawn) | 3
CC1CCC(Nc2nc3c(-c4ccc(Cl)cc4)nnn3c3ccccc23)CC1 (stereo not drawn) | -18
COc1ccccc1C(=O)Nc1ccccc1C(=O)OCc1cc(=O)n2c(C)csc2n1 | -6
CC(C)CCNC(=O)c1cccc(-n2cnc3cccnc32)c1 | -5
O=C1COc2ccc(C3=Nc4ccccc4OC3)cc2N1 | 4
O=C(CSc1ncnc2sc3c(c12)CCC3)NCCc1ccccc1 | 3
BrC=C(c1ccccc1)c1ccccc1 | 6
COc1cc(Cl)c(C=C2C(=O)c3ccccc3C2=O)cc1OC | -7
Cc1cc(C(=O)NCC2CCCN(C(=O)c3ccc4sc(C)nc4c3)C2)no1 (stereo not drawn) | -8
Cc1cccc(C)c1OCC(=O)Nc1ccc(Br)cc1F | 3
CC(=O)Nc1ccc(NC(=O)NC2CCCCC2)cc1 | -2
O=C1c2ccccc2C(=O)N1CCOCCOCCOCCN1C(=O)c2ccccc2C1=O | 3
More entries
SMILES | RBX1-CUL1 inh
N#C/C(=C\c1ccccc1F)c1nc2ccccc2c(=O)[nH]1 | 4
CC(C)(C)c1nnc2sc(SCC(=O)c3ccc(C4CCCCC4)cc3)nn2c1=O | -2
CSCCC(=O)N1CCCC(CCc2ccccc2)C1 (stereo not drawn) | 7
CCOc1ccc(CCNC(=O)CCn2c(=O)c3cccn3c3ccc(F)cc32)cc1 | 5
COc1ccc(CNC(=S)NC(C)C23CC4CC(CC(C4)C2)C3)cc1 (stereo not drawn) | -5
Nc1c(C(=O)NCc2ccc(F)cc2)sc2nc(-c3ccc(F)cc3)ccc12 | -12
CCCCn1nnnc1NC(=O)N1CCN(c2nc(C)cnc2C)CC1 | 11
CCCC(NC(=O)CCCn1nnnc1CN1CCC(C)CC1)c1ccccc1 (stereo not drawn) | 12
COc1ccc(C(=O)CC2(O)C(=O)N(Cc3ccccc3Cl)c3ccccc32)cc1 (stereo not drawn) | -4
CCOc1cc(CNCC(O)c2ccccc2)cc(Cl)c1OC (stereo not drawn) | -2
CCc1noc(C)c1C(=O)Nc1cccc(Br)c1 | -2
CCOC(=O)C1C(c2ccc(N(CC)Cc3ccccc3)cc2)NC(=O)NC1(O)C(F)(F)F (stereo not drawn) | 3
CCOc1ccc(NC(=O)C(OC(C)=O)C(OC(C)=O)C(COC(C)=O)OC(C)=O)cc1 (stereo not drawn) | -10
CNC(=O)C1CCC(Cn2c(=O)c3sccc3n(CC(=O)NCc3ccc(C)cc3)c2=O)CC1 (stereo not drawn) | -1
CCOC(=O)C1C(C)=NC(SCC(=O)C23CC4CC(CC(C4)C2)C3)=C(C#N)C1c1cccs1 (stereo not drawn) | -3
Cc1cc(C)n(C(C)CC(=O)Nc2ccc(C)c(N(C)C)c2)n1 (stereo not drawn) | 3
CCOC(=O)c1oc2cccc(O)c2c1CN(Cc1ccccc1)C(C)=O | -2
Cc1cc(C)c2[nH]c(C(=O)NCC3CC(Cc4ccc(F)cc4)=NO3)c(C)c2c1 (stereo not drawn) | 5
Clc1ccc(N/N=C/c2ccnc3ccccc23)nn1 | 0
CN1C(=O)C(C(=Nc2ccccc2)c2nn[nH]n2)C(=O)c2ccccc21 (stereo not drawn) | 1
COc1ccc(Cc2nc(CNC(C)=O)cc(=O)[nH]2)cc1OC | 4
CCOC(=O)C(NC(=O)c1cccc(Cl)c1)(Nc1ccccc1C(F)(F)F)C(F)(F)F (stereo not drawn) | -11
O=C(NCCc1ccccc1)c1ccc2c(c1)N(Cc1ccc(Cl)cc1)C(=O)CS2 | 6
CNC(=O)C12CCC(C)(C(=O)C1Br)C2(C)C (stereo not drawn) | 6
O=C(CN1C(=O)CC(c2ccco2)Sc2ccccc21)Nc1ccc(C(F)(F)F)cc1 (stereo not drawn) | 9
Additional results follow:
SMILES | RBX1-CUL1 inh
Cc1ccc(C(=O)NCC(c2ccc3c(c2)OCO3)N2CCOCC2)cc1 (stereo not drawn) | 4
Cc1cccc(NC(=O)N2CCN(C)c3ncccc32)c1C | -3
O=C(NCc1ccco1)N1CCN(c2ccc(Cl)cc2)CC1 | 0
CCc1ccc(NC(=O)N2CC=C(c3c[nH]c4ccccc34)CC2)cc1 | -5
CCOC(=O)c1cc(N)c(/C=C/c2cccs2)s1 | -5
Cc1ccc(-n2ncc(C(=O)NCc3cccs3)c2C2CCN(C(=O)OC(C)(C)C)CC2)cc1C | -1
COc1cccc(NC(=O)c2sc3nc(C)c(C(=O)Nc4ccc(Cl)cc4)c(-c4ccc(Br)cc4)c3c2N)c1 | -10
O=C(CCN1CCCO1)NCc1cccnc1Oc1ccc(F)cc1F | 7
CSCCc1cnc2ccccc2n1 | 10
CCOc1ccccc1-n1c(-c2ccccc2)c2c(c1-c1ccc(OC)cc1)C(=O)c1ccccc1C2=O | 7
O=C(NCc1ccco1)C1CCN(C(=O)c2ccccc2F)CC1 | -3
C/C(=N/n1c(-c2ccc(C)cc2)n[nH]c1=S)c1ccc(Cl)cc1 | 8
O=C(CSc1nc2ccccc2n1S(=O)(=O)c1ccccc1)N1CCCCC1 | -1
COCCCn1c(=N)c(C(=O)NCc2cccnc2)cc2c(=O)n3cc(C)ccc3nc21 | 5
CCCC(=O)Nc1ccc(F)c(Cl)c1 | -1
CC(C)Cn1cc(C(=O)NC(c2ccccc2)c2ccco2)c(=O)c(C(=O)N2CCCCCC2)c1 (stereo not drawn) | 23
CNCc1ccc(-n2cccn2)cc1 | -3
CCOC(=O)c1c(-c2ccc(C(C)(C)C)cc2)csc1NC(=O)CC12CC3CC(CC(C3)C1)C2 | -19
CCc1ccccc1NC(=O)COC(=O)CCCOc1ccc(Cl)cc1Cl | -2
CCOc1ccc2nc(NS(=O)(=O)c3ccc4ccccc4c3)sc2c1 | -7
O=C1NC(=O)N(c2ccc(Cl)cc2)C2=NC(c3ccco3)=NC(C(F)(F)F)(C(F)(F)F)C12 (stereo not drawn) | 2
O=C(O)C1CCCCC1C(=O)N1CCN(C(=O)c2ccco2)CC1 (stereo not drawn) | 8
Cc1cc(C)cc(-n2c(SCC(=O)Nc3ccccc3)nc3c(oc4ccccc43)c2=O)c1 | -5
CCOc1ccc2nc(NC(=O)c3cc(=O)c4cc(C)cc(C)c4o3)sc2c1 | 1
Cc1ccc(S(=O)(=O)c2nc(-c3ccccc3)oc2N2CCN(c3ccccc3)CC2)cc1 | -6
More structures:
SMILES | RBX1-CUL1 inh
CC1CCCCN1S(=O)(=O)c1ccc(NC(=O)C2CCC2)cc1 (stereo not drawn) | -11
CCOc1ccc(NC(=O)COc2ccc(C(=O)NCc3ccccc3)cc2)cc1 | 2
O=C(NC1CCCCC1)c1ccccc1NC(=O)C1CC(=O)N(c2ccccc2)C1 (stereo not drawn) | 1
CCCN1CCC(NC(=O)C(C)Oc2ccccc2Cl)CC1 (stereo not drawn) | 5
CCOc1ccccc1NC(=O)Cn1ncc2c([nH]c3ccccc32)c1=O | 9
COc1ccc(N(Cc2ccccc2)C(=O)c2nc(SC)ncc2Cl)cc1 | -11
COC(=O)c1ccc(Cn2cc([N+](=O)[O-])c([N+](=O)[O-])n2)cc1 | -5
COC(=O)c1c(-c2ccc(Cl)cc2)noc1N1CCN(c2ccccc2F)CC1 | -1
COc1ccccc1OCC(=O)Nc1nnc(SCc2cccc3ccccc23)s1 | -11
CSc1ncc(Cl)c(C(=O)Nc2cc(C(F)(F)F)ccc2Cl)n1 | 2
CCOC(=O)c1c(C)[nH]c(C)c1S(=O)(=O)N1CCCC(C(=O)Nc2ccc(C)cn2)C1 (stereo not drawn) | -2
CCOc1ccc(NC(=O)CCC(=O)NNC(=O)c2ccccc2Cl)cc1 | -2
Cc1cc(/C=C2/C(=O)NC(=S)N(c3ccc(F)cc3)C2=O)c(C)n1-c1ccc(O)cc1 | 10
Cc1nn(C)c(Cl)c1CN1CCC(O)(Cc2cc(-c3ccccc3)no2)CC1 | 3
Cc1ccc2oc(-c3cccc(NC(=O)c4oc5ccccc5c4C)c3)nc2c1 | 8
CC(C)Cc1nc(Cn2ncc(N3CCCC3)cc2=O)no1 | -1

Compounds from the list above that have an aryl methoxy group:
SMILES | RBX1-CUL1 inh
COc1cccc(C(=O)Nc2ccc3nc(SCC(=O)N4CCOCC4)sc3c2)c1 | 8
COc1ccc(-n2cc(C(=O)Nc3ccccc3C#N)c3ccccc3c2=O)cc1 | 1
CCCCc1c(C)c2ccc(OC)c(/C(C)=N\O)c2oc1=O | 8
CCOC(=O)Cn1c(=O)oc2cc(S(=O)(=O)Nc3cc(OC)cc(OC)c3)ccc21 | -8
CCCC1=NN2C(=N)/C(=C/c3ccc(OC)cc3)C(=O)N=C2S1 | 3
COc1ccccc1C(=O)Nc1ccccc1C(=O)OCc1cc(=O)n2c(C)csc2n1 | -6
COc1cc(Cl)c(C=C2C(=O)c3ccccc3C2=O)cc1OC | -7
COc1ccc(CNC(=S)NC(C)C23CC4CC(CC(C4)C2)C3)cc1 (stereo not drawn) | -5
COc1ccc(C(=O)CC2(O)C(=O)N(Cc3ccccc3Cl)c3ccccc32)cc1 (stereo not drawn) | -4
CCOc1cc(CNCC(O)c2ccccc2)cc(Cl)c1OC (stereo not drawn) | -2
COc1ccc(Cc2nc(CNC(C)=O)cc(=O)[nH]2)cc1OC | 4
COc1cccc(NC(=O)c2sc3nc(C)c(C(=O)Nc4ccc(Cl)cc4)c(-c4ccc(Br)cc4)c3c2N)c1 | -10
CCOc1ccccc1-n1c(-c2ccccc2)c2c(c1-c1ccc(OC)cc1)C(=O)c1ccccc1C2=O | 7
COc1ccc(N(Cc2ccccc2)C(=O)c2nc(SC)ncc2Cl)cc1 | -11
COc1ccccc1OCC(=O)Nc1nnc(SCc2cccc3ccccc23)s1 | -11

Taken from above.
CC1CCCCN1S(=O)(=O)c1ccc(NC(=O)C2CCC2)cc1 (stereo not drawn) @ RBX1-CUL1 inh: -11
CSc1ncc(Cl)c(C(=O)Nc2cc(C(F)(F)F)ccc2Cl)n1 @ RBX1-CUL1 inh: 2
